XiGFP reactiv – reactivates the inactive X chromosome in mouse fibroblasts. 360,000 compounds, 0.055% hits. XiGFP mouse fibroblasts, % GFP-positive cells imaging, 3 d; cells co-treated with 5-aza-dC sensitizer; scaled so ellipticine positive control = 100%. activation, % at 7.58 µM;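 active = mean normalized replicate activation at least 10% and every replicate at or above 10%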;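 also: 0% = median of on-plate neutral control wells and 100% = ellipticine 6 µM median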
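System: 68-5-11 XiGFP fibroblast line | Buffer or medium: DMEM containing 5-aza-dC | Compound: Single point | Times: Compounds 3 days, fix/stain 15 min at room temperature | Benchmarks: Positive control ellipticine, 6 µM final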
esBAF inh – SWI/SNF esBAF complex inhibition. mouse ES cells, Bmi1-luciferase knock-in reporter, 24 h; 100% = twice the neutral-well signal. 350,000 compounds, 2% hits. reporter increase, % at 12.5 µM. AID 602393; in the data active = activation above about 40%;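 also: 0% = median of the plate's neutral control wells and 100% = double that signal; a rise in the Bmi1 reporter signal indicates esBAF inhibition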
RAD54 branch – RAD54 (human) branch migration inhibition; Q92698; RAD54 Holliday junction branch migration, FAM/BHQ fluorescence; inhibition, % at 10.4 µM; 360,000 compounds, 0.14% hits; AID 602329;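 active = mean normalized replicate activity at least 40 and at least half of replicates scoring 40 or more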;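 also: 0% = median of neutral control wells and 100% = median of positive control wells; inhibitors cause a drop in the FAM fluorescence signal; in these data hits start at about 50%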
Target sequence (Q92698 whole entry, looked up): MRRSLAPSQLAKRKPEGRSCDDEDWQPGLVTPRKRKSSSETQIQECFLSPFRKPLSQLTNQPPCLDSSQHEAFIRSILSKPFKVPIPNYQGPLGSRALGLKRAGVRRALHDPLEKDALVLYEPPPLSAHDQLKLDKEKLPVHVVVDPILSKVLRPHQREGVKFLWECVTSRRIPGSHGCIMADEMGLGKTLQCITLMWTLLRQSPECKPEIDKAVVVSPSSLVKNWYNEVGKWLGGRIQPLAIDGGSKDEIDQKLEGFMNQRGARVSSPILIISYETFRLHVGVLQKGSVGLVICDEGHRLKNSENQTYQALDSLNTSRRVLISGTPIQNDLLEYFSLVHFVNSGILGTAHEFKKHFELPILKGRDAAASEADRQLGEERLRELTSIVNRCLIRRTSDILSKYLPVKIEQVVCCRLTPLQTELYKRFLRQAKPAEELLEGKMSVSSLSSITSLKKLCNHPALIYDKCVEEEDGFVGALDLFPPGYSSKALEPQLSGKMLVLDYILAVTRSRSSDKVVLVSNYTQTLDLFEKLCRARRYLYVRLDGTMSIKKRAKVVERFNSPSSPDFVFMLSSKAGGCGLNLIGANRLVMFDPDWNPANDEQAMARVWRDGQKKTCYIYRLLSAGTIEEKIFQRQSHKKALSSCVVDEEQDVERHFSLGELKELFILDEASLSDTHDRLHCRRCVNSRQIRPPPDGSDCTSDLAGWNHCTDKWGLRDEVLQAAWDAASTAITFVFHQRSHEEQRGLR
FN deposition inh – fibronectin deposition inhibition; AH1F fibroblasts, Alexa488-fibronectin deposition fluorescence, overnight; inhibition, % at 12.6 µM; 350,000 compounds, 0.086% hits;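 active = mean inhibition across replicates of 30% or more, regardless of how many single replicates reach that level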;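 also: positive control wells lacked labelled fibronectin entirely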
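test system = AH1F fibroblasts assembling fluorescent fibronectin matrix | quantity = 10000 AH1F cells per well | buffer or medium = DMEM plus 2% serum, read in PBS | doses = single dose, pinned | incubation = 1 h cell attachment, overnight exposure to compound and label | detection = fluorescence at 485 nm excitation, 525 nm emission | read-out basis = inhibition from reduced deposited-fibronectin fluorescence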
EWS-Fli block – blocks EWS/Fli oncoprotein-driven transcription. 350,000 compounds, 0.67% hits. AID 651661. inhibition, % at 12.6 µM. A673 NR0B1-luciferase reporter, viability-normalised;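 active = mean inhibition of at least 50% after viability correction, with every replicate also passing that limit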;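 also: firefly luciferase signal divided by Alamar Blue viability fluorescence both relative to DMSO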
S100A4 inh HTS – inhibitors of human S100A4 binding to myosin IIA peptide; S100A4/TAMRA-MyoIIA peptide fluorescence polarization; inhibition, % at 10.7 µM; 360,000 compounds, 0.14% hits; AID 652163;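 active = mean inhibition of at least 70% across replicates, with every replicate also reaching that level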
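assay system = human S100A4 monomer with TAMRA-labelled myosin IIA peptide | also added = labelled myosin peptide probe, 5 nM | incubation = 5 min between mix addition and reading | control set = DMSO and TFP controls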
RAD52 inh – RAD52 (human) annealing inhibition | P43351 | recombinant RAD52 DNA annealing, FRET fluorescence | inhibition, % at 18.7 µM | 360,000 compounds, 0.46% hits | AID 651710;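 active = every replicate showing at least 50% inhibition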
E-selectin induc – induces E-selectin expression in human endothelial cells. P16581. HUVEC E-selectin immunofluorescence imaging; normalized: neutral wells 0, TNF-alpha wells 100. activation, % at 7.58 µM. 260,000 compounds, 0.37% hits. AID 686992;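 active = mean E-selectin-positive cell signal at least 10% of the positive control, reached in at least 60% of replicates, without over 20% cell loss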;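 also: in these data hits start at about 27%; measured in HUVEC primary endothelial cells; signal is the percent of cells scored E-selectin positive by PE staining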
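assay system = HUVEC, human umbilical vein endothelial cells | input = 3,000 HUVEC seeded per well | medium = EGM-2 growth medium on 0.1% gelatin-coated wells | dosing = one compound dose added by pin transfer | signal = immunofluorescence imaging | read-out basis = % PE-positive cells | control set = TNF-alpha, DMSO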
An asterisk follows results filed as active; nt = not tested or not shown; & = joins results of further samples.

Start of the data: the first 4 records, to show the layout:
#1 C[C@@H]1CN([C@@H](C)CO)C(=O)Cc2cc(NS(=O)(=O)c3ccc(Cl)cc3)ccc2O[C@H]1CN(C)S(=O)(=O)c1ccccc1
#2 O=C(CSc1nc2ncc(Br)cc2[nH]1)Nc1ccccc1-c1ccccc1
#3 Cc1ccccc1NC(=O)c1cccc(C(F)(F)F)c1
#4 COc1ccc(NC(=O)N2CCCC2C(=O)Nc2ccc(C)cc2C)cc1 (stereo not given)
entry no.	1	2	3	4
XiGFP reactiv	0.2	0.0	-0.1	0.0
esBAF inh	-3	-3	-1	2
RAD54 branch	6	4	-1	-4
FN deposition inh	nt	3	-3	4
EWS-Fli block	0	3	-10	6
S100A4 inh HTS	-8	0	-2	-3
RAD52 inh	9	-18	-12	-16
E-selectin induc	0.3	nt	-0.5	nt

All compounds of this part, repeating the preview:
#1 C[C@@H]1CN([C@@H](C)CO)C(=O)Cc2cc(NS(=O)(=O)c3ccc(Cl)cc3)ccc2O[C@H]1CN(C)S(=O)(=O)c1ccccc1
#2 O=C(CSc1nc2ncc(Br)cc2[nH]1)Nc1ccccc1-c1ccccc1
#3 Cc1ccccc1NC(=O)c1cccc(C(F)(F)F)c1
#4 COc1ccc(NC(=O)N2CCCC2C(=O)Nc2ccc(C)cc2C)cc1 (stereo not given)
#5 CC1(C)C(=O)C2(C(=O)NCc3ccccc3)CCC1C2 (stereo not given)
#6 Cc1cc(C)n2nc(SCC(=O)N/N=C/c3ccc(F)cc3)nc2n1
#7 Cc1cccc(N/C(N)=N/c2nc(C(F)(F)F)cc(C(F)(F)F)n2)c1
#8 COC1=CC(=O)OC(c2ccc(C(F)(F)F)cc2)C1 (stereo not given)
entry no.	1	2	3	4	5	6	7	8
XiGFP reactiv	0.2	0.0	-0.1	0.0	nt	nt	0.1	0.2
esBAF inh	-3	-3	-1	2	0	-4	nt	nt
RAD54 branch	6	4	-1	-4	2	-5	-2	nt
FN deposition inh	nt	3	-3	4	4	nt	10	-2
EWS-Fli block	0	3	-10	6	nt	-4	-5	-3
S100A4 inh HTS	-8	0	-2	-3	-1	1	6	-2
RAD52 inh	9	-18	-12	-16	-9	-3	0	-7
E-selectin induc	0.3	nt	-0.5	nt	nt	nt	nt	0.1

3 entries already listed, arranged by molar mass, smallest number first.
#3 Cc1ccccc1NC(=O)c1cccc(C(F)(F)F)c1
#6 Cc1cc(C)n2nc(SCC(=O)N/N=C/c3ccc(F)cc3)nc2n1
#1 C[C@@H]1CN([C@@H](C)CO)C(=O)Cc2cc(NS(=O)(=O)c3ccc(Cl)cc3)ccc2O[C@H]1CN(C)S(=O)(=O)c1ccccc1
entry no.	3	6	1
XiGFP reactiv	-0.1	nt	0.2
esBAF inh	-1	-4	-3
RAD54 branch	-1	-5	6
FN deposition inh	-3	nt	nt
EWS-Fli block	-10	-4	0
S100A4 inh HTS	-2	1	-8
RAD52 inh	-12	-3	9
E-selectin induc	-0.5	nt	0.3

Additional records follow:
#9 Cc1cccc(-[n+]2c(C)cc(C)c3c(=O)[nH]c(=O)[nH]c32)c1
#10 O=C(C[C@H]1CC[C@@H](NC(=O)C2CC2)[C@@H](CO)O1)Nc1nccs1
#11 CN(C)C(=O)c1cccc(-c2ccc(C3[C@H]4CNC[C@@H]3N4Cc3ccccn3)cc2)c1 (stereo not given in full)
#12 CCc1ccc(CNC(=O)C2CCN(S(=O)(=O)N3CCC(C)CC3)CC2)cc1
#13 O=C1CN(C(=O)CNCc2ccccc2Cl)c2ccccc2N1
#14 CCn1c(CCNC(=O)c2ccc(OC)cc2)nnc1SCc1ccc(Cl)c(Cl)c1
#15 CN(C)C(=O)c1ccc(-c2ccc(C3[C@@H]4CN(Cc5ccc6c(c5)OCO6)C[C@H]3N4)cc2)cc1 (stereo not given in full)
#16 NC(=O)c1nsc(C(=O)N(CC(=O)NC2CCCCC2)c2ccc(Cl)cc2)c1N
entry no.	9	10	11	12	13	14	15	16
XiGFP reactiv	0.0	0.2	0.2&0.0	0.1	0.0	0.0	0.0&0.0	0.0
esBAF inh	nt	2	nt	3	8	nt	nt	-1
RAD54 branch	-6	0	nt	-5	-12	3	nt	4
FN deposition inh	3	3	-4&-6	-10	9	1	8&15	-10
EWS-Fli block	-3	-4	0&-1	-5	8	nt	5&-5	6
S100A4 inh HTS	-1	-28	-28&-3	-1	-3	nt	nt	1
RAD52 inh	-24	4	-13&-27	-8	-6	nt	nt	-10
E-selectin induc	nt	0.2	0.1&0.5	-0.4	nt	-1.8	0.2&0.4	nt

#17 CC(C)C[C@@H]1NC(=O)[C@@H]2C[C@H](C(=O)NCCCCCCN(C)C)[C@H](c3ccc(O)cc3)N2C1=O
#18 Cc1sc2nc(SCC(=O)N3CCOCC3)[nH]c(=O)c2c1-c1ccccc1
#19 COC(=O)c1ccc(NC(=O)COC(=O)COc2cccc3c2OC(C)(C)C3)cc1
#20 COc1ccc(Cl)cc1NC(=O)COC(=O)c1c(-c2ccccc2)noc1C
#21 COc1ccc(CCNC(=O)CCCc2ccccc2)cc1
#22 CC(C)CCC(CCNCc1ccccn1)c1ccc(Cl)cc1 (stereo not given)
#23 COc1ccc(NC(=O)Cn2nnc3ccccc32)c([N+](=O)[O-])c1
#24 N#Cc1ccc(NC(=O)c2cc(S(=O)(=O)N3CCOCC3)ccc2N2CCCC2)cc1
entry no.	17	18	19	20	21	22	23	24
XiGFP reactiv	nt	-0.1	0.0	-1.0	0.3	0.0	0.2	0.0
esBAF inh	nt	nt	6	-4	2	-8	nt	4
RAD54 branch	3	7	-5	-13	-2	19	nt	3
FN deposition inh	nt	-1	4	9	0	4	5	0
EWS-Fli block	-34	4	1	3	11	20	12	4
S100A4 inh HTS	18	-10	-5	-6	3	-8	-3	-5
RAD52 inh	-8	-137	-3	-4	-10	29	-8	-6
E-selectin induc	nt	0.0	0.3	0.0	0.3	nt	-0.1	6.0

#25 C[C@H]1CCCCO[C@H](CN(C)C(=O)CCCN(C)C)[C@@H](C)CN([C@@H](C)CO)C(=O)c2cc(NC(=O)NC3CCCCC3)ccc2O1
#26 Cc1ccc(CN2C(=O)CSC2c2cccnc2)cc1 (stereo not given)
#27 Cc1ccc(C)c(Nc2nc(-c3ccncc3)nc3ccccc23)c1
#28 Cc1noc(C)c1NC(=O)N(C)C[C@H]1OCCCC[C@H](C)Oc2ccc(NS(=O)(=O)c3cccs3)cc2C(=O)N([C@@H](C)CO)C[C@@H]1C
entry no.	25	26	27	28
XiGFP reactiv	1.5	0.0	0.2	-0.5
esBAF inh	1	2	7	7
RAD54 branch	2	nt	-2	2
FN deposition inh	nt	0	12	nt
EWS-Fli block	-14	7	32	-2
S100A4 inh HTS	-3	0	-4	-6
RAD52 inh	18	-20	-10	-23
E-selectin induc	-0.1	nt	-0.1	0.2

High-throughput results as filed in PubChem.
